Source: PubChem BioAssay (several laboratories)
M4 antag = human M4 muscarinic receptor antagonists, primary screen, CHO cells, Fluo-8 calcium fluorescence; Muscarinic acetylcholine receptor M4 (Homo sapiens), P08173; CHO-hM4 cells, ACh EC80; inhibition, % at 3 µM; 360,000 tested, 0.73% active; AID 624125, 2012;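 active means inhibition above its plate's cutoff, the mean inhibition of sample wells plus 3 SD, cut at about 27% in these data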;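 further: 0% = acetylcholine EC80 with DMSO and 100% = DMSO without agonist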
CRFR2-BP antag = antagonists of CRF-BP/CRF-R2 complex, primary screen, cell-based, HEK293, calcium dye fluorescence, uHTS; CRF-induced calcium fluorescence; inhibition, % at 11.8 µM; 350,000 tested, 0.59% active; AID 588475, 2011;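 active means inhibition of the ligand-induced calcium signal above about 50% at the single tested concentration, limit read from the data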
M5 antag = human M5 muscarinic receptor antagonists, primary screen, CHO cells, Fluo-8 calcium fluorescence; CHO-hM5 cells, ACh EC80; inhibition, % at 3 µM; 360,000 tested, 0.59% active;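 active means inhibition above a per-plate cutoff, the mean of that plate's test compounds plus 3 SD, cut at about 27% in these data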;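 further: 0% = acetylcholine EC80 with DMSO and 100% = DMSO without agonist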
CHRM5 PAM = human M5 muscarinic receptor positive allosteric modulators, primary screen, CHO-K1 cells, Fluo-8 calcium fluorescence. Muscarinic acetylcholine receptor M5 (Homo sapiens), P08912. CHO-K1 hM5, ACh EC20 PAM; 0% = ACh EC20, 100% = ACh EC100. activation, % at 3 µM. 360,000 tested, 0.3% active. AID 624038, 2012;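 active means activation above the run cutoff, the mean activation of all test compounds plus 3 SD, cut at about 18% in these data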
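system = human M5 receptor in CHO-K1 cells | compound = one concentration, 3 µM final (nominal) | schedule = Post-acetylcholine fluorescence recording 140 s | signal = Fluo-8 calcium dye fluorescence, kinetic read | benchmarks = low control EC20 acetylcholine (0%), high control EC100 acetylcholine (100%) | repeats = singlicate, one well per test compound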
CRFR2-BP ag = agonists of CRF-BP/CRF-R2 complex, primary screen, cell-based, HEK293, calcium dye fluorescence, uHTS; CRF-binding protein / CRF receptor 2 complex (human); calcium dye fluorescence (FLIPR); percent of saturating CRF peptide response; activation, % at 13.2 µM; 350,000 tested, 0.46% active;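 active means activation of at least 50%, plus an integration ratio under a set limit after plate pattern correction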;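 further: plate controls were neutral control wells without compound for no effect and CRF at EC100 for full effect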
CHRM4 agonist = human M4 muscarinic receptor agonists, primary screen, CHO-K1 cells, Fluo-8 calcium fluorescence | activation, % at 3 µM | CHO-K1 hM4/Gqi5; vehicle 0%, full acetylcholine response 100% | Muscarinic acetylcholine receptor M4 (Homo sapiens), P08173 | AID 624127, 2012 | 360,000 tested, 0.14% active;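 active means activation above the run mean over all test wells plus 3 SD, cut at about 32% in these data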;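 further: peak over basal fluorescence ratio per well then scaled between controls; 0% = DMSO wells and 100% = acetylcholine at EC100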
M4 PAM = human M4 muscarinic receptor positive allosteric modulators, primary screen, CHO-K1 cells, Fluo-8 calcium fluorescence; activation, % at 3 µM; 360,000 tested, 0.4% active; AID 624126, 2012; Muscarinic acetylcholine receptor M4 (Homo sapiens), P08173; CHO-K1 hM4/Gqi5, ACh EC20; 0% = ACh EC20, 100% = maximal ACh;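 active means activation above its plate's cutoff, the mean activation of sample wells plus 3 SD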; further: some results filed as inactive read as strong as hits
IDE cell inh = human IDE inhibitors in live cells, primary screen, fluorescence polarization, HEK cells, FAbetaB substrate. Insulin-degrading enzyme (Homo sapiens), P14735. 320,000 tested, 0.41% active. FAbetaB cleavage. inhibition, % at 5.59 µM;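 active means percent inhibition above the average of all tested compounds plus 3 SD, set per screening campaign, cut at about 16% in these data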;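 further: IDE supplied by intact live HEK cells; FP after avidin binding of uncleaved biotin substrate so inhibition keeps polarization high; 0% = DMSO wells and 100% = 60 µM reference IDE inhibitor Ii1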
Target sequence (P14735 whole entry, looked up): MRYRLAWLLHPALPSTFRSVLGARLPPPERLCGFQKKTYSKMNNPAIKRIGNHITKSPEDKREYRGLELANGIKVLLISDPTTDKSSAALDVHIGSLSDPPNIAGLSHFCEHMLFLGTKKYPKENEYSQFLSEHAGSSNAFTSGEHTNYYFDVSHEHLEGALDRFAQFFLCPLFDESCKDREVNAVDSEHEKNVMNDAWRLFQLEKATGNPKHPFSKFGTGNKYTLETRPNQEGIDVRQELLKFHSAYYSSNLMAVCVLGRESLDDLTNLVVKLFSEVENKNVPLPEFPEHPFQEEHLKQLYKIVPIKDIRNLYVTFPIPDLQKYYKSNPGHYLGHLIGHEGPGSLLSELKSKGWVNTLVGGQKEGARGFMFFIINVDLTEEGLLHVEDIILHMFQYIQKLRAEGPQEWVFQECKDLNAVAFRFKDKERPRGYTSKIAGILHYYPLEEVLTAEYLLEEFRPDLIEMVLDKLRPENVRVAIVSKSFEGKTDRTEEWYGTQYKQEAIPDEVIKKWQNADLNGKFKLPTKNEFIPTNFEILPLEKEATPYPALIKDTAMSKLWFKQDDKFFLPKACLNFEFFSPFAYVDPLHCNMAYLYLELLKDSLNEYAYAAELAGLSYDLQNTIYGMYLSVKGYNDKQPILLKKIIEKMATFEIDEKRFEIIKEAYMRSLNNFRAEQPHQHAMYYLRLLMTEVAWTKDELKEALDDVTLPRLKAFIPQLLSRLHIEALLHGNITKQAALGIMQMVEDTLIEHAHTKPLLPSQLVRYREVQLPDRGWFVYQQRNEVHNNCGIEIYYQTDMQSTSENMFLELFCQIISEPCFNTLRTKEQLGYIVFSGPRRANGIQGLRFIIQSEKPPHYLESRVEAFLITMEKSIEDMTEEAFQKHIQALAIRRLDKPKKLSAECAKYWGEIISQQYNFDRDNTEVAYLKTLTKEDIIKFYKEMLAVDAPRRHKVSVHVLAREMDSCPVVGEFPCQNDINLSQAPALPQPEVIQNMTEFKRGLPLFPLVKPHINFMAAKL
CHRM5 agonist = human M5 muscarinic receptor agonists, primary screen, CHO-K1 cells, Fluo-8 calcium fluorescence | CHO-K1 hM5 cells; 0% DMSO wells, 100% maximal acetylcholine response | 360,000 tested, 0.19% active | activation, % at 3 µM | AID 624037, 2012;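 active means activation above the run's mean over test compounds plus 3 SD, cut at about 23% in these data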;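 further: signal is peak over basal fluorescence ratio across the kinetic read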
The depositor's hits bear a star; . = not tested or not shown.

SMILES	M4 antag	CRFR2-BP antag	M5 antag	CHRM5 PAM	CRFR2-BP ag	CHRM4 agonist	M4 PAM	IDE cell inh	CHRM5 agonist
Cc1ccc(N2C(=O)CS/C2=C(\C(Cl)=C(Cl)Cl)[N+](=O)[O-])cc1	11.4	4.0	1.7	2.2	0.8	0.1	-3.1	-5.6	0.4
Cc1ccc(C(=O)N(C)CCOc2ccccc2)cc1S(=O)(=O)N1CCOCC1	0.0	-7.5	7.5	-0.5	-0.6	3.7	8.0	4.1	1.1
CC(CC(=O)OCC(=O)NC1CCS(=O)(=O)C1)c1ccccc1 (stereo unspecified)	-7.8	0.0	-5.6	0.0	-1.0	0.1	6.0	5.7	1.6
CC[C@H]1c2[nH]c3ccccc3c2C[C@@H]2C(=O)N(c3ccc(F)cc3)C(=O)N21	-8.8	-8.1	0.0	-0.6	7.5	5.0	0.6	4.1	3.1
CCCc1c(O)nc(SC2CC(=O)N(c3ccc(OC)cc3)C2=O)[nH]c1=O (stereo unspecified)	-3.7	0.7	-1.9	9.8	3.4	-0.1	-5.8	0.5	-4.1
CCOC(=O)CSc1nc(C)[nH]c1[N+](=O)[O-]	0.5	-10.7	8.3	-4.9	0.1	-0.2	13.5	6.1	-1.2
CC(C)(C)CC(C)(C)NCC(=O)Nc1c2c(nc3ccccc13)CCC2	4.9	-9.1	4.6	-5.8	0.1	2.8	-8.7	12.1	0.7
O=C(CSc1nnc2scc(-c3ccccc3)n12)N1CCCc2ccccc21	-7.9	-21.9	-1.9	-2.1	-0.4	1.1	2.8	7.1	1.7
CC(C)c1ccc(S(=O)(=O)N2CCN(C(=O)C3CC3C)CC2)cc1 (stereo unspecified)	4.9	15.7	-0.5	-1.7	-2.4	4.0	-1.2	0.4	9.0
NC1=NC(=O)C(Cc2ccccc2)S1 (stereo unspecified)	-2.4	-5.5	1.6	3.2	-1.0	0.4	7.3	0.7	4.7
Cc1onc(-c2ccccc2Cl)c1C(=O)NC(=S)Nc1ccccc1F	-3.5	-37.0	4.1	-2.2	32.2	-1.1	3.8	1.1	-2.8
O=C(COC(=O)c1ccccc1O)Nc1ccc(N2CCOCC2)cc1	4.3	-0.5	3.0	3.1	5.7	1.5	2.5	-5.8	4.3
NS(=O)(=O)c1ccc(CCNS(=O)(=O)c2cccc3nsnc23)cc1	4.7	-2.8	4.2	3.2	-1.2	1.9	4.2	0.6	-1.8
Cc1cccc(C)c1N1C(=O)CCC(C)(C)C1=O	0.7	-4.0	6.0	-6.5	0.1	1.0	-3.1	2.3	-3.8
Cc1cc(N2CCOCC2)nc2ccc(NC(=O)CCC(=O)N3CCC(C)CC3)cc12	8.8	13.3	-6.6	-0.4	0.1	1.8	-3.3	0.0	-1.2
CSc1ccccc1NC(=O)CN(C)C(=O)CNC(=O)c1ccc(Oc2ccccc2)cc1	-2.7	-8.0	4.2	-12.1	-1.5	11.9	-4.8	.	3.4
O=C(COC(=O)c1ccccc1O)Nc1ncc(Cl)cc1Cl	10.5	-8.4	7.9	-0.3	0.4	1.0	-2.4	-1.3	0.8
O=C(CN1C(=O)NC2(CCCCC2)C1=O)Nc1ccccc1N1CCCC1	-4.7	3.1	10.6	-6.6	-1.1	1.7	21.3	1.1	2.7
O=S1(=O)CCOC(CO)CN1Cc1ccc(Cl)c(Cl)c1 (stereo unspecified)	-0.7	-2.6	-5.5	5.5	-0.1	0.8	-4.4	.	1.2
COc1ccc([C@H]2C[C@H](O)[C@@H](n3cc(COC(=O)c4ccccc4)nn3)CN2Cc2cccs2)cc1	-4.2	-13.9	-1.1	0.2	0.6	0.1	4.6	.	0.8
CCOC(=O)C1(C)CCN1C(=O)c1cc(OC)c(OC)c(OC)c1 (stereo unspecified)	-11.4	.	-5.5	0.3	.	1.2	10.8	.	1.2
Cc1ccc(OCCCCN2CCc3ccccc3C2)cc1	-2.4	-4.1	3.7	-4.0	0.9	1.8	-3.2	6.0	-0.9
CCCNC(=O)COC(=O)/C=C/c1ccc(C)o1	6.8	-19.3	7.3	2.8	1.2	0.6	-3.8	-0.4	1.1
CC1CCC(C(C)C)C(OC(=O)C2=C3c4ccccc4S(=O)(=O)N3CC2)C1 (stereo unspecified)	1.1	0.9	-3.7	2.9	-0.1	1.2	-6.5	2.2	-3.2
O=C(COC(=O)CNC(=O)c1ccccc1Cl)Nc1cc(C(F)(F)F)ccc1Cl	-5.7	-7.5	-8.1	5.6	-1.1	5.4	-1.6	3.4	5.2
COCC(C)N=C1SCCN1Cc1ccccc1 (stereo unspecified)	8.9	1.8	1.8	-2.7	-1.3	0.6	-9.4	1.3	-7.1
CCOC(=O)c1cc(-c2ccc(F)cc2)n(CC(=O)NCc2ccccn2)c1C	-2.5	-1.4	0.2	3.5	0.0	0.9	14.8	-8.1	0.8
CCOC(=O)c1c(NC(=O)c2ccc(Br)o2)sc(C)c1CC	9.5	-8.8	4.7	-7.0	0.8	-0.4	1.6	-0.1	-4.4
COc1ccc(NC(=O)C[C@H]2C(=O)N(Cc3ccccc3)C[C@@H]2c2ccc(OC)cc2)cc1	-9.3	5.2	-2.8	2.2	-0.9	1.9	5.2	.	0.4
CCCC(=O)Nc1ccc2c(c1)nc(CCNC(=O)c1ccccc1)n2C	-6.4	18.9	-1.8	-1.6	2.5	4.5	14.2	0.9	-2.3
C[C@H](CO)N1C[C@H](C)[C@H](CN(C)C(=O)Nc2ccc(-c3cccs3)cc2)OCc2cnnn2CCCC1=O	10.1	-10.1	6.6	-8.0	0.0	0.2	-6.7	.	0.5
CCNC(=O)NC(=O)C(C)OC(=O)C1CCN(S(=O)(=O)c2ccc(C)c(C)c2)CC1 (stereo unspecified)	0.8	10.2	5.0	-5.3	0.7	0.0	1.1	-1.6	-1.7
CCc1c(N)nc(N)nc1Nc1ccc(C)c(C)c1	-17.5	-21.0	3.8	-12.1	1.3	4.0	6.9	.	2.4
CS(=O)(=O)N(C(=O)NC(=O)NC1CCS(=O)(=O)C1)C1CCCCC1 (stereo unspecified)	-7.4	13.6	-2.9	-1.4	0.2	2.2	10.6	-1.5	1.6
CC(=O)c1c(C)n(CC(=O)NCc2ccc3c(c2)OCO3)c2ccccc12	10.1	23.6	28.8*	-18.0	-2.5	13.5	-7.6	4.2	0.7
O=C(CCCOc1cccc(Br)c1)NCCOc1ccccc1	8.6	25.4	7.3	5.4	-0.9	2.2	-2.1	-1.7	-1.1
COc1cc(/C=C(\C#N)C(=O)NC2CCCCC2)ccc1OCc1ccc(C(=O)O)cc1	3.3	-17.9	3.7	-0.7	-0.8	1.7	1.2	7.0	4.6
COc1ccc(-c2nnc(SCc3nnc(-c4cccs4)o3)n2CC2CCCO2)cc1 (stereo unspecified)	0.1	11.1	-8.2	5.5	-1.0	4.2	-1.4	-1.8	-0.7
Cc1nn(Cc2ccc(Cl)cc2Cl)c(C)c1NC(=O)c1nc2n(n1)C(C(F)F)CC(C)N2 (stereo unspecified)	4.5	-1.0	-3.0	1.2	-3.0	2.0	-2.6	.	-3.7
O=C(O)CCc1nc2ccccc2n(CCc2ccccc2)c1=O	5.0	9.0	-0.4	0.4	1.8	0.1	3.7	-4.1	0.1
COCCn1c(SCC(=O)NCC2CCCO2)nc2c(c1=O)SC(C)C2 (stereo unspecified)	-10.0	-18.6	-0.3	-9.1	0.8	0.9	-0.9	3.8	1.9
CCN1C(=O)c2cccc3c(NC(=O)c4ccc(OC)c(OC)c4)ccc1c23	4.1	0.3	3.7	-7.3	2.0	4.8	-7.5	6.3	3.5
CCCn1c(C)cc(C(=O)CN2C(=O)NC3(CCCCCC3)C2=O)c1C	1.2	-17.5	-6.2	2.0	2.8	0.1	-3.0	.	-1.0
OCCN(CC#CC(O)(c1ccccc1)c1cccc(F)c1)CCO (stereo unspecified)	-14.3	0.7	-1.0	4.3	-1.5	0.5	-8.1	2.4	-15.8
COc1ccc(N(C(C)C(=O)NN=C2CCCC2)S(C)(=O)=O)cc1 (stereo unspecified)	1.7	-2.6	5.5	-3.3	6.5	1.2	0.2	-0.3	-3.5
CC(=O)Nc1cc(-c2cccc(CO)c2)cn2c(-c3ccc(C(C)=O)cc3)cnc12	6.4	.	2.2	-3.2	.	4.5	-8.5	.	1.4
CCOc1ccc(OCC(=O)NCCS(=O)(=O)N2CCN(c3ccc(F)cc3)CC2)cc1	0.3	-6.9	-6.2	-0.8	-0.9	4.0	-4.3	1.8	-1.5
O=C(Nc1ccccc1Oc1ccccc1)c1ccccc1F	-4.5	-10.5	3.1	-3.4	-0.4	-0.6	7.8	1.4	-0.6

Part of the list above in order of formula weight, falling:
SMILES	M4 antag	CRFR2-BP antag	M5 antag	CHRM5 PAM	CRFR2-BP ag	CHRM4 agonist	M4 PAM	IDE cell inh	CHRM5 agonist
COc1cc(/C=C(\C#N)C(=O)NC2CCCCC2)ccc1OCc1ccc(C(=O)O)cc1	3.3	-17.9	3.7	-0.7	-0.8	1.7	1.2	7.0	4.6
COCCn1c(SCC(=O)NCC2CCCO2)nc2c(c1=O)SC(C)C2 (stereo unspecified)	-10.0	-18.6	-0.3	-9.1	0.8	0.9	-0.9	3.8	1.9
COc1ccc(N(C(C)C(=O)NN=C2CCCC2)S(C)(=O)=O)cc1 (stereo unspecified)	1.7	-2.6	5.5	-3.3	6.5	1.2	0.2	-0.3	-3.5
O=C(Nc1ccccc1Oc1ccccc1)c1ccccc1F	-4.5	-10.5	3.1	-3.4	-0.4	-0.6	7.8	1.4	-0.6

(more compounds)
SMILES	M4 antag	CRFR2-BP antag	M5 antag	CHRM5 PAM	CRFR2-BP ag	CHRM4 agonist	M4 PAM	IDE cell inh	CHRM5 agonist
CC(NO)C(C)(C)NO (stereo unspecified)	-3.5	-1.0	0.6	1.7	0.7	0.2	3.1	-0.1	0.3
CC(=O)c1ccc(OC2(C)CCN(Cc3csc4ccccc34)C2)cc1 (stereo unspecified)	21.9	.	7.5	-12.6	.	0.1	-11.5	.	-4.3
Cc1ccc(NC(=O)CN2CCC(Cc3ccccc3)CC2)cc1S(=O)(=O)N(C)C	3.1	-4.3	0.5	-5.0	0.9	8.9	-14.5	9.5	-1.2
Clc1ccc(-c2cc3ccccc3nc2N2CCOCC2)cc1	-3.2	-49.4	-0.5	3.0	-3.5	-1.6	-0.3	-1.5	-3.8
CCCNC(=O)CCn1nc(-c2ccc(Cl)cc2)c2ccccc2c1=O	0.8	9.6	-7.4	12.8	-1.4	0.8	-4.8	4.0	3.3
COC(=O)c1cc(S(=O)(=O)N2CCN(c3cccc(C)c3C)CC2)c[nH]1	22.8	25.2	22.3	-21.9	-6.6	24.0	-14.3	12.2	7.9
NC(=O)c1sc(-c2ccsc2)cc1NS(=O)(=O)c1ccc(C(F)(F)F)cc1	-0.1	47.4	8.0	-0.6	-3.4	-0.8	-5.8	-1.9	-2.2
